# Screening results: PubChem BioAssay, The Scripps Research Institute Molecular Screening Center
# FBW7 act – human FBW7 E3 ligase activation, primary screen | Q969H0 | AlphaScreen FBW7–phospho-cyclin E peptide binding, activator screen | normalized activity (activation), % at 26.1 µM | hit rate 0.13% among 650,000; in the data active means normalized activity above about 1.9%;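 further: purified mutant Fbw7 with reduced substrate affinity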
# GPR151 ag – activators of human GPR151. Q8TDV0. PathHunter beta-arrestin GPR151 cells, luminescence. activation, % at 11.2 µM. hit rate 1% among 650,000. AID 1508602; in the data active means activation above about 4.9%;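 further: 0% = median of compound wells and 100% = cells with positive control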
# Target sequence (Q8TDV0 whole entry, looked up): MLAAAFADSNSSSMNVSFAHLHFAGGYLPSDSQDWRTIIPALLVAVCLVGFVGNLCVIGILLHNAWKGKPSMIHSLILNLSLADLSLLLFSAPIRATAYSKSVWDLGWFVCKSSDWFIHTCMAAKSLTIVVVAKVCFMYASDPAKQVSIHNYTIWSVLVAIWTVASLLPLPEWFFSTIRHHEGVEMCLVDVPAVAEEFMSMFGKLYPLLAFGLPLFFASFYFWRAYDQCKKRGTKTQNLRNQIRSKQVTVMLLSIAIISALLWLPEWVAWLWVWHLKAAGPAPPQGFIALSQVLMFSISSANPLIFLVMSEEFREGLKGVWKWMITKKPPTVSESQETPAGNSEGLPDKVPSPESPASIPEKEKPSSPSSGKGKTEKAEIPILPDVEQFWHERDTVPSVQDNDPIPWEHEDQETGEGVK
# TEAD-YAP inh – TEAD-YAP interaction inhibition; HEK-TIYL cells, TEAD-Gal4/YAP UAS-luciferase luminescence; inhibition, % at 9.12 µM; hit rate 1.4% among 640,000; in the data active means inhibition above about 32%;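 further: 0% = median of test compound wells and 100% = reference inhibitor wells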
# MITF primary – inhibitors of human MITF | inhibition, % at 2.6 µM | AlphaScreen MITF homodimerization, bead proximity signal | hit rate 0.91% among 650,000 | O75030; in the data active means inhibition above about 50%;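 further: 0% = vehicle wells with protein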
# Target sequence (O75030 whole entry, looked up): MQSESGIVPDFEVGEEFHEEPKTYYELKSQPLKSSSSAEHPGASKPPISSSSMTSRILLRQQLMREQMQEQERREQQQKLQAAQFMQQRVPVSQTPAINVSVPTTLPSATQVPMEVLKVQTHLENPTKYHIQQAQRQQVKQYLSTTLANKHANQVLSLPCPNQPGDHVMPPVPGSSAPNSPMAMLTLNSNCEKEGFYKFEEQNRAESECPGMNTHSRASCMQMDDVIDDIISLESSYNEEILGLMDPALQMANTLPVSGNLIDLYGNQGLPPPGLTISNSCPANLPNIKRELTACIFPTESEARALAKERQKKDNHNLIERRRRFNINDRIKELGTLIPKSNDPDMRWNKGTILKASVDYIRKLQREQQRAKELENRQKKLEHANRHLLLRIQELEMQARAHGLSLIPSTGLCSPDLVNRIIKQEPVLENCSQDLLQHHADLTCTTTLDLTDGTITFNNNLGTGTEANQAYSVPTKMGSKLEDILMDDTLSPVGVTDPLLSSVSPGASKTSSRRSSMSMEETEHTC
# Numbers without * were called inactive; & = joins results of further samples.
SMILES,FBW7 act,GPR151 ag,TEAD-YAP inh,MITF primary
CCCCn1c(CNC(=O)c2ccc(C)c([N+](=O)[O-])c2)nnc1SC(C)C(=O)Nc1sc2c(c1C(=O)OCC)CCCC2 (centres undefined),0.2,-0.3,11.6,5.6
CC(NS(=O)(=O)c1ccc([N+](=O)[O-])cc1)C12CC3CC(CC(C3)C1)C2 (centres undefined),0.0,1.0,4.7,16.0
CCN(CC)c1ccc(NC(=O)c2ccc(Cl)cc2Cl)cc1,0.0,1.8,-31.2,4.9
Cc1cc(C)cc(N(CC(=O)NC2CCCCC2)S(=O)(=O)c2c(C)noc2C)c1,0.0,0.8,5.5,12.3
O=C1CC(=O)CC(c2ccco2)C1,-0.1&-0.1,-0.8&1.8,-10.1&-4.7,5.7&-3.0
Cc1nnc(SCC(=O)NNC(=O)c2ccccc2)n1-c1ccccc1,-0.1,0.0,-7.4,-0.6
COc1cccc(C(NC(=O)c2nccc3ccccc23)c2nccn2C)c1OC (centres undefined),-0.2,0.1,-11.2,-2.4
O=C(CC(C(=O)N1CCc2ccccc21)n1ccnc1)NCc1ccccc1 (centres undefined),-0.1,1.3,2.5,4.8
COC(=O)N/N=C/c1c(C)[nH]c2ccc(C)cc12,0.6,2.6,-3.0,21.6
COc1cc(-c2noc(CCCC(=O)Nc3cc(C)ccc3C)n2)cc(OC)c1OC,0.1,0.1,4.8,10.3
CC(Oc1ccc(C#N)cc1)C(=O)c1ccc(F)c(F)c1 (centres undefined),0.1,0.0,7.5,-4.4
Cc1ccc(S(=O)(=O)c2ccc(C)c(S(N)(=O)=O)c2)cc1S(N)(=O)=O,-0.2,0.1,-3.0,-15.2
N#CC1(C#N)[C@@H]2c3ccccc3C=CN2[C@@H](C(=O)c2ccc(F)cc2)[C@@H]1c1cccc(F)c1,0.3,0.0,-19.8,11.6
CCOc1ccccc1C1NC(=O)NC(C)=C1C(=O)OCc1ccccc1 (centres undefined),0.0,0.2,-2.0,3.9
CC1CN(CC(=O)NCc2ccc3c(c2)OCO3)Cc2ccccc2O1 (centres undefined),0.2,0.4,-5.1,10.7

# The last 5 records of the section before lead into the next.
SMILES,FBW7 act,GPR151 ag,TEAD-YAP inh,MITF primary
CC(Oc1ccc(C#N)cc1)C(=O)c1ccc(F)c(F)c1 (centres undefined),0.1,0.0,7.5,-4.4
Cc1ccc(S(=O)(=O)c2ccc(C)c(S(N)(=O)=O)c2)cc1S(N)(=O)=O,-0.2,0.1,-3.0,-15.2
N#CC1(C#N)[C@@H]2c3ccccc3C=CN2[C@@H](C(=O)c2ccc(F)cc2)[C@@H]1c1cccc(F)c1,0.3,0.0,-19.8,11.6
CCOc1ccccc1C1NC(=O)NC(C)=C1C(=O)OCc1ccccc1 (centres undefined),0.0,0.2,-2.0,3.9
CC1CN(CC(=O)NCc2ccc3c(c2)OCO3)Cc2ccccc2O1 (centres undefined),0.2,0.4,-5.1,10.7
O=C1[C@H](CCC(O)c2ccc(F)cc2)[C@@H](c2ccc(O)cc2)N1c1ccc(F)cc1 (some centres undefined),0.2,1.0,-0.6,15.7
CN(Cc1ccccc1)C(=O)CCC1CCN(C(=O)c2ccnc(Cl)c2)CC1,-0.2,2.0,7.4,-0.8
CCOC(=O)C1=C(C)N=c2s/c(=C\c3ccco3)c(=O)n2C1c1ccccc1 (centres undefined),0.0,-1.4,-2.5,17.5
Cc1ccc(C(=O)NCCc2ccc(F)cc2)s1,-0.1,-0.5,-51.3,1.3
Nc1nonc1C(=O)NCCNCc1ccncc1,-0.1,0.8,1.5,-2.8
CCN(CC)S(=O)(=O)c1cccc(C(=O)Nc2cc(C)on2)c1,0.0,1.6,-4.1,2.7
COc1ccc(CN2CCc3nnc(CCc4ccccc4)n3CC2)c(O)c1,-0.1,0.1,-1.1,3.1
COc1ccc(N(CC(=O)Nc2cccc(C(F)(F)F)c2)S(C)(=O)=O)cc1OC,0.0,0.1,-0.5,5.9
O=c1[nH]c2ncc(-c3ccco3)nc2n1Cc1cccs1,-0.1,-0.4,4.6,-8.4
CC1(C)Cc2ccccc2C2=C(C(=O)N3CCCCCC3)C(=O)C(=O)N21,-0.2,0.8,8.1,11.7
Cc1nn2c3c(cnc2c1-c1ccccc1)C(=O)CC(c1ccc(F)cc1)C3 (centres undefined),0.5,-0.2,-5.4,-3.4
Cc1cc(C)c(N2CCN(S(=O)(=O)N3CCCCC3)CC2)c(C)c1,0.0,0.1,-10.1,-14.0
COc1ccc(C2C(C#N)=C(N)N(c3ccccc3C(F)(F)F)C3=C2C(=O)CC(C)(C)C3)cc1 (centres undefined),-0.1,-0.2,1.9,3.6
O=C(O)C1CCN(C(=O)c2scc3c2OCCO3)CC1,0.1,-0.5,3.0,-3.3
COc1ccc(CNC(=O)C(C(C)C)N2Cc3ccccc3C2=O)cc1 (centres undefined),-0.1,0.5,-7.4,-1.6
CC1(CC(=O)NNC(=S)Nc2ccccc2)OCCO1,0.0,-0.5,-7.5,3.5
CCOC(=O)Cc1csc(NC(=O)COc2ccc3c(C)cc(=O)oc3c2)n1,0.1,1.7,5.5,4.5
COc1ccc(NC(=O)C2CC(C)=CCC2C(=O)O)cc1 (centres undefined),-0.1,0.6,-3.7,2.7
O=C(NCc1ccccc1)c1nccnc1CO,0.0,0.0,7.1,8.8
COCCN1C(=O)c2ccccc2C(C(=O)Nc2cccc(Cl)c2)C1c1ccc(F)cc1 (centres undefined),0.6,-1.5,-4.5,0.2
Cc1nnc(NC(=O)c2ccc3c(c2)OCO3)s1,0.1,-2.8,-45.3,0.4
CCOC(=O)c1c(NC(=O)CCN2CCOCC2)sc2c1CCC(C)C2 (centres undefined),0.2,3.8,-0.7,14.6
CC(C)c1ccc(NC(=O)c2ccc(N3CCN(c4cccc(Cl)c4)CC3)c([N+](=O)[O-])c2)cc1,0.6,-1.2,1.9,-0.4
O=C(c1ccccc1F)N1CC(=O)N(CCc2ccccc2)C(=O)C1,0.2,-0.4,-0.4,11.5
COc1ccccc1N1CCN(Cc2nc(N)nc(Nc3ccc(C)c(Cl)c3)n2)CC1,-0.2,1.8,-7.9,6.6
COc1cc(CNC(=O)c2cnc(C)cn2)cc(OC)c1,0.0,1.0,-5.4,0.8
Cc1ccc2c(c1)c(=O)c1ccccc1n2CC(=O)Nc1c(F)cc(F)cc1Br,-0.1,0.8,-7.2,-5.8
Cc1ccc(C)c(N(CC(=O)NC2CCCCC2)C(=O)CNC(=O)c2cccs2)c1,0.0,0.1,2.0,-0.3
CCOC(=O)CCN(Cc1c(Cl)cccc1Cl)S(=O)(=O)c1cccc(C(F)(F)F)c1,0.4,-0.7,8.7,-5.5
Cc1onc(-c2c(Cl)cccc2Cl)c1C(=O)Nc1ccncc1,-0.2,0.3,7.7,-2.2
CCOC(=O)c1sc(Nc2c(Cl)cccc2Cl)nc1C,0.0,1.1,-2.1,3.1
O=C(Cc1c(C(=O)O)[nH]c2ccc(Cl)cc12)Nc1ccc(F)cc1,0.2,-0.7,1.1,4.4
COc1cccc2sc(=NC(=O)c3cccc([N+](=O)[O-])c3)n(C)c12,-0.2,0.8,17.0,-1.8
CC(=O)Nc1ccc(S(=O)(=O)N2CCN(C(=O)COc3cccc(C)c3)CC2)cc1,0.2,-1.3,4.7,-29.9
Cc1ccn2cc(C34CC5CC(CC(Cl)(C5)C3)C4)nc2c1,0.0,3.6,-7.7,-1.4
CCOc1ccc2nc(NC(=O)CSc3nc4ccc([N+](=O)[O-])cc4[nH]3)sc2c1,-0.2,0.6,-24.0,4.6
COc1ccc(-c2cc(C(=O)NC3CC3)c3ccccc3n2)cc1,-0.1,-1.6,-4.6,-3.8
Cc1ccc(N2C(=O)Cc3c2nc(N)c2c(N)nc(N4CCCC4)c(C#N)c32)cc1[N+](=O)[O-],-0.3,-1.2,5.4,8.1
O=c1cnnc(Nc2cccc(Cl)c2)[nH]1,0.7,0.7,5.4,-4.8
CC(NC(=O)c1ccncc1)c1nc(-c2ccncc2)n[nH]1 (centres undefined),0.6,0.2,6.0,7.3
O=C(NCc1cccnc1)C1CCN(c2ccc(Nc3ccc4ncccc4c3)nn2)CC1,0.0,2.2,11.7,9.1
CCOC(=O)COc1ccc(C2C(C#N)=C(N)Oc3n[nH]c(C)c32)cc1 (centres undefined),-0.2,0.4,2.7,2.3
CCN1CCN(c2cc(C)c3cc(NC(=O)c4ccccc4OC)ccc3n2)CC1,1.3,0.0,-37.3,17.9
CC1SC(=NC(=O)c2ccncc2)NC1=O (centres undefined),0.1,1.8,11.4,-4.3
CCC1(C)OC(=O)N(CCc2c(C)[nH]c3ccc(F)cc23)C1(C)O (centres undefined),0.1,0.3,5.1,-7.0
COc1ccc(CCNC(=O)CCCn2c(SCc3ccccc3F)nc3ccccc3c2=O)cc1OC,0.6,-2.0,-9.3,1.4
COc1ccccc1-n1nnc(C(N)=O)c1N,-0.2,-0.4,2.8,-1.3
CCCC1(C)NC(=S)N(c2ccccc2)N1 (centres undefined),0.2,-0.9,-13.4,1.9
CC(C)N1CSC(=S)N(Cc2ccco2)C1,0.0,-0.7,-13.4,6.9
CCCCOc1ccccc1NC(=O)/C=C/c1ccc(-c2ccccc2)cc1,0.0,5.3*,-7.7,2.2
COCC(=O)Nc1c2c(nn1-c1cccc(C)c1)CSC2,0.1,-0.2,2.3,-4.5
C=Cc1ccc(CC2(C)C(=O)Nc3ccc(OC)cc32)cc1 (centres undefined),-0.3,0.1,1.1,-3.6
COC(=O)C(=O)CC(=O)c1ccc(OC)cc1,-0.5,-0.5,-1.9,5.0
O=C(COC(=O)C1c2ccccc2Oc2ccccc21)c1ccc[nH]1,-0.2,-0.1,-0.6,-5.4
O=C1C2CCCCC2C(=O)N1CNc1ccccc1 (centres undefined),0.0,0.6,-0.7,-6.5
CC(C)(C)C1CCC(=NNC(=O)C(=O)N2CCCC2)CC1 (centres undefined),-0.1,-1.3,1.1,-7.1
C=CCn1c(SCC(=O)N2CC(=O)Nc3ccccc32)nnc1-c1ccccc1,0.3,-1.8,7.2,13.1
CC(C)C1CCC(C)C(C(O)c2ccc(-c3ccccc3)cc2)C1=O (centres undefined),0.0,0.4,5.9,-9.0
CCC(=O)NC(=S)NNC(=O)c1ccccc1OCc1ccccc1,-0.4,0.2,30.7,39.1
CCOc1ccc(CNc2cc([N+](=O)[O-])ccc2OC)cc1,0.6,0.4,2.0,16.7
# Other records follow:
SMILES,FBW7 act,GPR151 ag,TEAD-YAP inh,MITF primary
O=C(NCC1CCCO1)c1cc(S(=O)(=O)N2CCOCC2)ccc1Sc1ccc(Br)cc1 (centres undefined),-0.1,1.6,3.8,7.5
CC(C)c1cc(C(=O)Nc2sc3c(c2C(N)=O)CCCC3)no1,-0.1,1.5,-8.3,4.0
CCc1nn2cc(-c3ccc(Br)cc3)nc2s1,0.3,-1.0,-12.7,7.7
CCN(CC)c1ccc(NS(=O)(=O)c2c(C)[nH]c(=O)[nH]c2=O)c(C)c1,0.2,-1.0,15.9,17.4
Cc1cnc(N2CCc3ccccc3C2)nc1NCCN1CCOCC1,0.0,0.6,1.9,8.9
Cc1cc2c(s1)c1cnn(CC(=O)N3CCOCC3)c(=O)c1n2C,-0.3,-0.5,2.4,-9.5
c1ccc(C(CN2CCOCC2)c2ccccc2)cc1,-0.2,-0.7,-8.4,56.7*
COC(=O)C1=CN(CCC23CC4CC(CC(C4)C2)C3)C=C(C(=O)OC)C1c1cccc(OC)c1,-0.2,0.2,-4.9,0.8
CC(CC1(C)CC1)N1CCC(Oc2cccc(C(=O)N(C)CCN(C)C)c2)CC1 (centres undefined),0.0,2.4,4.6,-12.5
COc1cc(/C=N/NC(=O)Cc2cccc3ccccc23)cc([N+](=O)[O-])c1O,0.1,-0.8,0.5,-4.6
Cc1ccc(NCc2nnc(SCC(N)=O)n2CC2CCCO2)c(C)c1 (centres undefined),0.2,-0.4,13.9,10.1
Cn1c2c(c(=O)n(C)c1=O)C(c1ccc([N+](=O)[O-])cc1)C1=C(CCCC1=O)N2 (centres undefined),0.0,-1.5,4.8,13.4
C=CCNC(=O)c1cc2c(=O)n3cc(C)ccc3nc2n(CC)c1=N,0.0,-0.4,3.8,-6.8
COC(=O)C1=C(N)OC2=C(C(=O)CC(C)(C)C2)C1c1ccc(Br)cc1 (centres undefined),-0.2,-1.0,2.5,-6.7
Cc1ccc(-n2nc3cc(C)c(NC(=O)COc4cc(C)c(Cl)c(C)c4)cc3n2)cc1,0.0,1.5,-13.0,0.3
Cc1ccc(F)cc1Nc1cnn(C23CC4CC(CC(C(=O)O)(C4)C2)C3)c(=O)c1Cl,0.1,2.9,-6.3,14.9
CCOc1ccc(NC(=O)N2CC(C)OC(C)C2)cc1 (centres undefined),0.4,-0.7,6.7,9.5
CN(CC(=O)N1CCCC1)S(=O)(=O)c1ccc(Br)cc1,0.3,3.2,9.2,18.7

# Five compounds from above, sorted by SMILES length, rising.
SMILES,FBW7 act,GPR151 ag,TEAD-YAP inh,MITF primary
c1ccc(C(CN2CCOCC2)c2ccccc2)cc1,-0.2,-0.7,-8.4,56.7*
CN(CC(=O)N1CCCC1)S(=O)(=O)c1ccc(Br)cc1,0.3,3.2,9.2,18.7
CC(CC1(C)CC1)N1CCC(Oc2cccc(C(=O)N(C)CCN(C)C)c2)CC1 (centres undefined),0.0,2.4,4.6,-12.5
Cc1ccc(F)cc1Nc1cnn(C23CC4CC(CC(C(=O)O)(C4)C2)C3)c(=O)c1Cl,0.1,2.9,-6.3,14.9
Cn1c2c(c(=O)n(C)c1=O)C(c1ccc([N+](=O)[O-])cc1)C1=C(CCCC1=O)N2 (centres undefined),0.0,-1.5,4.8,13.4
